15-hLO-2 inh – blocks human 15-lipoxygenase 2 activity | AID 881 | 110,000 compounds, 0.56% hits | Potency, µM (series often up to 57.1 µM), inactives show top-dose activity change, negative = inhibition, actives largely listed as inhibitors | O15296 | purified 15hLO-2, xylenol orange hydroperoxide absorbance; further: potency means the concentration at half of the fitted maximal effect; nearly all actives have a fitted effect of over 60% in size; many of its hits are not listed in these tables
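Screening format was qHTS against 50 nM purified 15hLO-2 in Hepes pH 7.5 with detergent. Activity follows hydroperoxide formation from 45 uM arachidonic acid, measured as 573:405 nm absorbance ratio of the ferric-xylenol orange complex.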
ALOX12 inhib – 12-hLO (ALOX12) enzyme inhibition. P18054. purified 12-hLO, xylenol orange hydroperoxide absorbance. Potency, µM (titrated, usually from 57.1 µM), for inactives: top-dose activity change, negative = inhibition, actives largely listed as inhibitors. 150,000 compounds, 0.12% hits; further: potency means the concentration at half of the fitted maximal effect; nearly all actives have a fitted effect of over 55% in size; many of its hits are not listed in these tables
Target sequence (P18054 whole entry, looked up): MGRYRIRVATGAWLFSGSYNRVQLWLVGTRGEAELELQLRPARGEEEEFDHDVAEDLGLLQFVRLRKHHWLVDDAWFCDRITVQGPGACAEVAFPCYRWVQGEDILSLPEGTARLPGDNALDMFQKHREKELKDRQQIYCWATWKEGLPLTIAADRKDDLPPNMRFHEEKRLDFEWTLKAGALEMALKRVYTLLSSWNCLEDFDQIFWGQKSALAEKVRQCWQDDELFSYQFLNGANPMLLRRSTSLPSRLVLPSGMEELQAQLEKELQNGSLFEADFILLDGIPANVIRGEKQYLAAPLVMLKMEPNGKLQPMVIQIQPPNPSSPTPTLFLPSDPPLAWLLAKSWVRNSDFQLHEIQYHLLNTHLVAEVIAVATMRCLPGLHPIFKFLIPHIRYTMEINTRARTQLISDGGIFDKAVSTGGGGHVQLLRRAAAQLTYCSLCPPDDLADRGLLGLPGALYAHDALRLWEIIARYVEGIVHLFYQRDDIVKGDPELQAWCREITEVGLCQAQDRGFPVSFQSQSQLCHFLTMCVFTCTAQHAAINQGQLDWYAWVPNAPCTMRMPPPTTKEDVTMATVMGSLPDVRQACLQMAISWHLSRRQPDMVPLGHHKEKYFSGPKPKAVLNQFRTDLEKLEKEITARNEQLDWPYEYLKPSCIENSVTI
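Hydroperoxide output read as Fe(III)-xylenol orange absorbance, 573-to-405 nm ratio, after 30 min reaction with 40 uM arachidonic acid. Enzyme: 150 nM purified human 12hLO, 15 min compound preincubation; 25 mM Hepes pH 7.0, room temperature.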
IMPase inh – IMPase inhibition in cells | AID 901 | CHO-M1 cells, IP1 accumulation, HTRF TR-FRET ratio | 120,000 tested, under 10 active | inhibition (IP1 accumulation), % at 46.1 µM | P97697; active means well fitted curve in the direction sought with a large enough effect in the signal ratio, not every such curve was filed as active; inconclusive means small, poorly fitted or top-dose-only effect, or a change in a side signal; inactive means no such curve, though single readings can be large or run the other way; the % refers to the signal ratio;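 further: cells stimulated with carbachol in lithium chloride buffer; plate controls were DMSO basal wells for no effect and reference inhibitor wells for full effect; higher means more IMPase inhibition seen as more IP1 and lower FRET ratio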
Target sequence (P97697 whole entry, looked up): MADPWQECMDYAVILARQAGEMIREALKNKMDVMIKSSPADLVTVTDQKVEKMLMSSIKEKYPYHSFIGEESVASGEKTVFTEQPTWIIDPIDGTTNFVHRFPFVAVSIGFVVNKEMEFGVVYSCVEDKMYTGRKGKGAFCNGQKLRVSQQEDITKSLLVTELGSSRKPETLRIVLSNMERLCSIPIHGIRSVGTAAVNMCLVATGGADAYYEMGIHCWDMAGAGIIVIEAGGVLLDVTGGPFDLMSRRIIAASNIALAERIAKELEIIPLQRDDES
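In this qHTS, compounds (final up to 46 uM) act on CHO-M1 cells that are then activated through the M1 receptor with carbachol, in pH 7.4 buffer containing 50 mM LiCl, for 30 min. IP1 accumulation is quantified by the IP-One immunoassay.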
PNC assembly inh – blocks assembly of the perinucleolar compartment; activity change (PNC), negative = inhibition, % at 10 µM; AID 2417; 140,000 compounds, 3.1% hits; PC3M PTB-GFP, PNC prevalence imaging, 16 h; hits give low values;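 active means readout at or below -70, meaning at least 70% loss of cells showing the perinucleolar compartment, a nuclear body marking cancer cells; inconclusive means readout between -30 and a set limit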;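 further: plate controls were DMSO wells for no effect and camptothecin positive control wells for full effect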
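PC3M cells stably expressing PTB-GFP, 750–1000 cells/well, treated 16 h at 37 °C with compound (23 nl of library stock), in duplicate. After paraformaldehyde fixation and Hoechst stain, imaged at 20x; PNC prevalence scored by image analysis.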
An asterisk follows results filed as active; ? = inconclusive; . = not tested or not shown; [ ] = remark or other dose. Unless noted, the call rests on the fitted dose curve; in most records, active means well fitted curve in the direction sought with a large enough effect; inconclusive means small, poorly fitted or top-dose-only effect, or another doubt; inactive means no such curve, though single readings can be large; an effect the other way counts as inactive or inconclusive. Unless noted, on the % scale 0 is the no-effect control and ±100 the full control effect. The list is partial. The share of hits here may be higher or lower than overall.

No. | SMILES | 15-hLO-2 inh | ALOX12 inhib | IMPase inh | PNC assembly inh
1 | S=c1nc(C2CC2)[nH]c2ccccc12 | -30% | -17% | -22 | -11
2 | Cc1ccc(S(=O)(=O)N2CCC(C(=O)Nc3nnc(-c4ccc(F)cc4)s3)CC2)cc1 | . | 2% | . | 55
3 | CCCC(=O)NCCc1nc2ccccc2n1CCC | 4% | 1% | 6 | -20
4 | O=C(c1ccccc1)N1CCN(C(=O)c2ccccc2)CC1 | . | 2% | 5 | 36
5 | Cc1cc(NC(=O)CCCC(=O)O)nc(C)n1 | 1% | -3% | ? | ?
6 | Cc1cc(Br)ccc1NC(=O)C1CCCO1 (configuration not stated) | -4%[11.4 µM] | 0% | 3[1.84 µM] | -18
7 | C#CCOCCOCCOCCNc1nc(N2CCN(C(=O)Cn3cc(CCCCN)nn3)CC2)nc(N2CCN(C(=O)[C@H](C(C)C)n3cc(CCO)nn3)CC2)n1 | . | 5% | . | 38
8 | O=C(Nc1ccc(O)c(-c2nc3ccccc3s2)c1)c1cc(=O)c2ccccc2o1 | . | -5% | . | -5
9 | CC(C)[C@H]1COC(c2cccc([N+](=O)[O-])c2)=N1 | -3%[0.0915 µM] | -4%[0.00818 µM] | . | .
10 | CC(=O)Nc1ccc(NS(C)(=O)=O)cc1 | 2% | -2% | 1 | 15
11 | O=C(c1cc(-c2ccccc2O)on1)N1CCc2ccccc2C1 | -8% | -4% | 4 | ?
12 | CC1CCCC/C1=N\Nc1ccc(S(N)(=O)=O)cc1[N+](=O)[O-] (configuration not stated) | . | -2% | . | -8
13 | CC1=NN(/C(=N\c2nnc(C)s2)Nc2ccccc2)[C@H](c2ccc(C)cc2)S1 | . | -5% | 10 | ?
14 | CCN(C(=O)c1c(-c2ccccc2)noc1C)c1ccccc1 | -4% | 2% | 6 | 30
15 | O=C(Nc1ccc(F)cc1)c1cccc2c1C(=O)N(Cc1ccccn1)C2 | 2%[11.4 µM] | -3% | -16[1.84 µM] | -21
16 | COc1ccc(C(=O)/C=C/Nc2ccc(S(=O)(=O)Nc3nc(C)cc(C)n3)cc2)cc1OC | . | 0% | . | 69
17 | O=S(=O)(N1CCCCC1)N1CCCN(S(=O)(=O)N2CCCCC2)CC1 | -4% | -2% | 14 | 1
18 | COc1cccc(C(=O)Cn2c(=O)n(CC3CCCO3)c(=O)c3ccccc32)c1 (configuration not stated) | 0% | -4% | 4 | -3
19 | CCCN1C2CCCC1CC(NC(=O)c1ccc(F)cc1)C2 (configuration not stated) | 3% | 4% | 9 | -13
20 | Cc1cc(C(=O)Nc2c(C)nn(Cc3ccccc3Cl)c2C)no1 | 5% | -4% | -4 | 13
21 | Cc1ccc2[nH]c(O)c(N=NC(=O)CCc3ccccc3)c2c1Br | . | 5% | -10 | -16
22 | CC(=O)N(CCCCl)C(C#N)c1ccccc1 (configuration not stated) | . | 12% | . | 31
23 | COc1ccc(Cl)cc1C(=O)Nc1nnn(C)n1 | -3% | 0% | -3 | 5
24 | CN1CCN(CCCBr)CC1 | -7%[11.4 µM] | 1%[11.4 µM] | . | .
25 | CC(NC(=O)c1ccc(Cl)cc1)C(=O)N1CCCCC1 (configuration not stated) | 2% | 4% | -9 | ?
26 | CCOC(=O)c1c(C)n(-c2ccc(C)cc2)c2c(C(C(C)=O)C(=O)O)c(Br)c(O)c(O)c12 (configuration not stated) | -29% | ? | 6 | ?
27 | N=C1C(c2ccccc2)=C(O)CN1c1ccccc1N1CCOCC1 | -5% | 5% | 10 | 22
28 | Cn1c(=O)cc(SCC(=O)NCCC2=CCCCC2)c2ccccc21 | . | 1% | . | -20
29 | O=C(Nc1ccccc1Cl)NC1(C(=O)N2CCCC2)CCCCC1 | . | 4% | 3 | 0
30 | Cc1ccc(OC(=O)c2ccccc2C(=O)OCC(F)(F)C(F)F)cc1 | 21% | -2% | 2 | -3
31 | CCCS(=O)(=O)c1c(S(=O)(=O)CCC)c2c(N)cccn2c1C(=O)c1ccc(Br)cc1 | . | -17% | -2 | 5
32 | Cn1c(N2CCCCC2)nc2c1c(=O)n(Cc1cccc(Br)c1)c(=O)n2C | 5% | -2% | -15 | ?
33 | COc1ccc(C(=O)N2CCCC2)cc1 | 9% | 8% | 15 | -29
34 | CC(=O)Nc1cccc(Oc2cc(C#N)c(C#N)cc2N2CCCCCC2)c1 | -5% | -18% | 1 | 20
35 | CSC1=N/C(=C\c2c(F)cccc2Cl)C(=O)S1 | . | 14% | . | 59
36 | COc1ccc(S(=O)(=O)Nc2nc3n(n2)C(c2ccc(Cl)cc2)CC(=O)N3)cc1 (configuration not stated) | -2% | -2% | -9 | -3
37 | CCOC(=O)N1CCN(C(=O)CSc2cc(C)nc3c(-c4ccccc4OC)c(C)nn23)CC1 | 1% | -1% | 8 | 17
38 | CCc1nnc(NC(=O)C=C(C)C)s1 | . | -1% | -9 | 27
39 | COC(=O)c1ccc(C2CC(=O)Nc3cc(OC)c(OC)c(OC)c32)cc1 (configuration not stated) | -2% | 3% | 2 | 7
40 | Cc1ccc(CN2CCN(/N=C/c3cc(Br)cc(Br)c3O)CC2)c(C)c1 | . | -11% | 5 | -11
41 | CCC(=O)NC(=S)Nc1ccc(NC(=O)CC)cc1 | . | -2% | . | 33
42 | O=C(NCc1ccc(F)cc1)c1cccc(S(=O)(=O)N2CCCC2)c1 | -1% | -7% | -3 | -1
43 | COC(=O)CSc1nnc(-c2ccccc2O)n1-c1ccc(C)cc1 | -10% | -5% | -5 | -3
44 | Cc1[nH]c2ccccc2c1/C=N/NC(=O)C1CC1(c1ccccc1)c1ccccc1 (configuration not stated) | . | -4% | . | -110*
45 | COc1ccc(S(=O)(=O)N(CCc2ccccc2)CC(=O)O)cc1OC | 7% | 2% | 0 | 15
46 | Cc1ccc(S(=O)(=O)Nc2nc3ccccc3nc2NCc2ccco2)cc1 | -4% | 1% | 11 | ?
47 | CCCOc1ccc(N2C(=O)CC(N3CCC(C(=O)OCC)CC3)C2=O)cc1 (configuration not stated) | -13% | -6% | 2 | 16
48 | O=C(O)/C=C\C(=O)Nc1cccc2c1-c1ccccc1C2=O | -28%[11.4 µM] | -1%[11.4 µM] | . | .
49 | O=C1NC(CCc2ccccc2)C(=O)N1Cc1ccccc1Cl (configuration not stated) | . | 0% | -6 | -23
50 | Cc1ccccc1-c1nc(-c2cccnc2)no1 | 6% | 5% | -8 | ?
51 | COc1ccc(OCc2nc(N)nc(Nc3cccc(C)c3C)n2)cc1 | 3% | -1% | 2 | 14
52 | O=C1CC(c2ccccc2)n2nc(NC(=O)c3cccnc3)nc2N1 (configuration not stated) | 3% | 1% | 7 | -4
53 | O=C(OCCCC(=O)N1CCOCC1)c1ccccc1 | -1% | 0% | 0 | 5
54 | Cc1ccc(S(=O)(=O)CCc2nnc(NC(=O)c3ccccn3)s2)cc1 | 46%[activator] | -10% | 13 | 13
55 | COc1ccc(S(=O)(=O)N2CCCCCC2)cc1N(C)S(=O)(=O)c1ccc(C)cc1 | . | 9% | 10 | 3
56 | COc1ccc(C(=O)COc2ccc(NC(C)=O)cc2)cc1 | -2% | -7% | 6 | 17
57 | O=C(Nc1ccccc1)O/N=C(\c1ccccc1)c1ccccn1 | 6% | 0% | 2 | ?
58 | COc1ccc(OC)c(Nc2nc(C3CC3)nc3c2nnn3Cc2ccccc2)c1 | 5% | 1% | 9 | 43
59 | CCCOc1ccc(Cn2ccnc2)cc1[N+](=O)[O-] | . | 1% | . | -22
60 | CC1=C(/C=C/C(C)=C/C=C/C(C)=C/C(=O)O)C(C)(C)CCC1 | -6% | -18% | 1 | -27

Following part
No. | SMILES | 15-hLO-2 inh | ALOX12 inhib | IMPase inh | PNC assembly inh
61 | Cc1ccc(NC(=S)NCCc2ccccc2)c(C)c1 | . | ? | . | 8
62 | CN(C)C=Nc1nonc1-c1ncn[nH]1 | -8% | -4% | -4 | -2
63 | CCOCCCNC(=O)C(c1ccc(C)cc1)N(Cc1ccc2c(c1)OCO2)C(=O)CNC(C)=O (configuration not stated) | . | -1% | 8 | -100*
64 | Cc1cccc(C(=O)Nc2ncc(CN3CCOCC3)s2)c1 | 8% | 1% | -1 | -23
65 | CN1CCN(C(=O)c2cnn3c(C(F)(F)F)cc(-c4cccs4)nc23)CC1 | . | 3% | . | -20
66 | CC1Cc2ccccc2N1C(=O)c1cc2sccc2n1Cc1ccccc1 (configuration not stated) | -14% | -1% | 0 | -19
67 | Clc1ccc(-c2nnc(-c3ccccc3Cl)o2)cc1 | 1% | -12% | 5 | -8
68 | O=C(/C=C/c1ccc2c(c1)OCO2)NCCSCc1ccc(Cl)cc1Cl | -6% | ? | -2 | 17
69 | COc1ccc(CCNC(=O)C(=O)NCc2ccccc2)cc1OC | . | 3% | 2 | 79
70 | Cc1ccc(NCCNc2ccc(C)cc2)cc1 | 5% | -1% | 6 | 19
71 | Cc1nn(Cc2c(F)c(F)c(F)c(F)c2F)c(C)c1NC(=O)c1nn(C)cc1[N+](=O)[O-] | 0% | 5% | -7 | ?
72 | COc1ccccc1NC(=O)CCSc1nnnn1C | 5% | -3% | 0 | -18
73 | Cc1cc(NC(=O)CC23CC4CC(C2)CC(CC(=O)Nc2cc(C)on2)(C4)C3)no1 | -3% | -1% | 3 | -92*
74 | O=C(CCn1c(=O)oc2ccccc21)N1CCN(c2ccccc2Cl)CC1 | . | -4% | -9 | 407
75 | CCOC(=O)C(C(=O)OCC)C(C)(C)/C(C)=N\Nc1ccc([N+](=O)[O-])cc1[N+](=O)[O-] | . | 0% | . | ?
76 | CCOc1ccc(S(=O)(=O)N(CC(=O)O)c2ccccc2)cc1 | -1% | 3% | -7 | -25
77 | Cc1cc(N2CCN(c3ccc(F)cc3)CC2)nc2cc(O)ccc12 | 41%[activator] | 2% | -1 | 31
78 | CC(=O)NC1CC2CCCC(C1)N2CC(=O)Nc1ccccc1 (configuration not stated) | 1% | 10% | 7 | 37
79 | CCCC(=O)c1cc(F)c(N2CCN(C(=O)OCC)CC2)cc1C | 4% | -6% | -2 | 15
80 | N#Cc1ccc(N2CCCC2C(=O)O)c([N+](=O)[O-])c1 (configuration not stated) | . | 4% | 4 | 36
81 | O=C(NCc1cccnc1)c1cn(-c2ccccc2)nc1-c1cccs1 | 18% | -3% | -4 | -139*
82 | O=C(/C=C/c1cccc(Cl)c1)Nc1ccncc1 | 13% | -12% | -6 | ?
83 | O=C(NCCN1CCN(Cc2ccccc2)CC1)C1CC(=O)N(C2CCCC2)C1 (configuration not stated) | -5% | 5% | 2 | 61
84 | COc1ccc(NC(=O)c2c(F)c(F)c(F)c(F)c2F)cc1Cl | -6% | -12% | 0 | -13
85 | COc1cccc(N/C(SCc2ccccc2C)=C(/C#N)C(=O)NCc2cccs2)c1 | . | -2% | 12 | -22
86 | C#CCNC(=O)/C=C/c1ccc(C)cc1 | . | 2% | . | ?
87 | C=C[C@@](C)(O)CC[C@@H]1[C@@]2(C)CCCC(C)(C)[C@@H]2CC[C@@]1(C)O | -1% | -3% | -4 | .
88 | O=C1c2ccccc2C(=O)N1C[C@]1(C(=O)O)NCCS1(=O)=O | -7%[11.4 µM] | 0%[11.4 µM] | . | .
89 | CC1=CS/C(=C(/C#N)C(=O)NCc2ccco2)N1c1ccccc1 | 2% | 2% | -1 | 28
90 | COc1cc(-c2nc(-c3ccc(NC(=O)c4ccc5c(c4)OCO5)cc3)no2)cc(OC)c1OC | -24% | -11% | -28 | -30
91 | Cc1cccc[n+]1C1C(c2ccccc2)C(C#N)=C(C(=C=[N-])C#N)NC1(O)C1CC1 (configuration not stated) | ? | -10% | ? | -10
92 | COc1ccc(CSc2nnc(CNS(C)(=O)=O)o2)cc1 | 4% | 5% | 3 | 19
93 | Cc1noc(C)c1COc1cccc(C(=O)Nc2ccc(OCc3ccccc3)cc2)c1 | 3% | 0% | 7 | -18
94 | CCCOc1ccc(N2C(=O)CC(N(CCc3ccc(S(N)(=O)=O)cc3)C(C)=O)C2=O)cc1 (configuration not stated) | -4% | 0% | -7 | 124

Compound activity from PubChem.
